Bioassay records deposited in PubChem BioAssay by National Center for Advancing Translational Sciences (NCATS).
Rab9 prom act = activators of Rab9 promoter. Potency, µM (series often up to 9.22 µM), for inactives: at the top dose activation, negative = inhibition, hits mostly activators. AID 485297. Huh7 Rab9 promoter-luciferase reporter, luminescence, 24 h. actives 2.8% (n = 320,000); note: potency is the fitted concentration of half-maximal effect; % of control where 0% means no effect; nearly all actives have a fitted effect of over 60% in size
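Luminescence from Amplite-detected luciferase (10 minutes, ambient) reports Rab9 promoter activation. Before that, stable Rab9-luciferase Huh7 cells (1500/well, reduced-serum OP-MEM I plus 10% FBS) were exposed to compound for 24 hours at 37C.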
RORg inh = blocks mouse ROR gamma transcriptional activity; Potency, µM (doses to about 53.6 µM), without a hit: at the top dose activity change, negative = inhibition, most hits filed as inhibitors; actives 5.4% (n = 310,000); P51450; AID 2551; Drosophila S2 Gal4-RORgamma UAS-luciferase reporter, 20 h; note: potency is the fitted concentration of half-maximal effect; % is set by controls: 0 for no effect and ±100 for the full control effect; nearly all actives have a fitted effect of over 60% in size
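Drosophila S2 cells stably expressing Gal4-DBD/mouse RORγ fusion under metallothionein promoter plus UAS-luciferase; compound 1 h, then 700 uM CuSO4 induction for 20 h at ambient temperature; inhibition read as reduced luminescence.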
Gal4-VP16 FLuc = Gal4-VP16 reporter inhibition counter-screen | Drosophila S2 Gal4-VP16 UAS-luciferase, luminescence, 20 h | Potency, µM (series often up to 53.6 µM), for inactives: top-dose activity, negative = inhibition, hits mostly inhibitors | actives 3.5% (n = 310,000) | AID 2546;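 note: Gal4-VP16 expression switched on by copper sulfate through the metallothionein promoter; potency is the fitted concentration of half-maximal effect; % is set by controls: 0 for no effect and ±100 for the full control effect; nearly all actives have a fitted effect of over 50% in size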
ELG1 DNA repair = blocks ELG1-dependent DNA repair in HEK293T cells | HEK293T ELG1-luciferase reporter, luminescence, 16 h; DNA damage induced by 5-fluorouridine | Potency, µM (titrated, usually from 46.1 µM), for the others: at the highest dose activity change, negative = inhibition, actives largely listed as inhibitors | actives 2.3% (n = 330,000); note: potency is the fitted concentration of half-maximal effect; % is set by controls: 0 for no effect and ±100 for the full control effect; nearly all actives have a fitted effect of over 55% in size
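Cells (2,000 per well) received 5-fluorouridine plus test compound or DMSO and were incubated 16 hr at 37 °C, 5% CO2. Luciferase activity was read by luminescence 30 min after ONE-Glo addition; signal suppression marked inhibition of damage-induced ELG1 function.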
FLuc counter = inhibits or activates purified firefly luciferase, miR-21 counter-screen. Potency, µM (highest dose often 57.5 µM), for inactives: at the highest dose activity change, negative = inhibition, most hits filed as inhibitors. purified FLuc, Km substrates, luminescence inhibition. AID 588342. P08659. actives 6.9% (n = 360,000);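 note: potency is the fitted concentration of half-maximal effect; plate controls were vehicle for no effect and reference inhibitor for full effect; nearly all actives have a fitted effect of over 55% in size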
Target sequence (P08659 whole entry, looked up): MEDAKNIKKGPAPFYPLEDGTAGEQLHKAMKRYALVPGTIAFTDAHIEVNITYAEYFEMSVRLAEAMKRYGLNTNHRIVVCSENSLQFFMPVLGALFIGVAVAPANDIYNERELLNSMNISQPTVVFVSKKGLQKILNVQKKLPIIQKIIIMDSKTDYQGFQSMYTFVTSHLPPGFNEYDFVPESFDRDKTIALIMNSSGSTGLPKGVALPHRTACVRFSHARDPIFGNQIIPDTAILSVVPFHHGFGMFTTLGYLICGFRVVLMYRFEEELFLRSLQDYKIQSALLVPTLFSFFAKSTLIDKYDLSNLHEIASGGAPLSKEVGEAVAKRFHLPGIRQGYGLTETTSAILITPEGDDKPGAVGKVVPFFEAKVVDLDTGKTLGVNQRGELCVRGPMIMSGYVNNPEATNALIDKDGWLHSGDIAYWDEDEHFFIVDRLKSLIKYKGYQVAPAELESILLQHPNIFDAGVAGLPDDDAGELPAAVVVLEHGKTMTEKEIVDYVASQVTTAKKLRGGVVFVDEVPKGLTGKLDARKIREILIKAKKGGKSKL
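Purified P. pyralis luciferase (10nM final) with 10uM D-luciferin and 10uM ATP (Km levels) in 50mM Tris acetate pH 7.5, 10mM Mg acetate, 0.01% Tween-20, 0.05% BSA; qHTS 6-point titration, ~60 µM downward; luminescence read.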
TRPV1 ag = agonists of human vanilloid receptor 1 (TRPV1) | TRPV1-expressing cells, Fluo-8 calcium influx, agonist mode | activation, % at 8.33 µM | actives 0.19% (n = 320,000) | AID 540275; in the data active = activation above about 80%; inconclusive = between about 30% and that limit; note: 0% is about no effect
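Cells expressing TRPV1 were dye-loaded with Fluo-8 and read kinetically: 10 s baseline, 3 min after compound (agonist portion), then 2 min after EC20 capsaicin (allosteric enhancer portion). Calcium-bound dye fluorescence at 480/520 nm.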
BRCA1 expr act = BRCA1 expression activation. MCF7-BRCA1-FFLuc reporter, luminescence, 48 h; response scale: scaled: vehicle 0%, 10 µM genistein 100%. Potency, µM (top dose mostly 46.1 µM), inactives show at the highest dose activation, most hits filed as activators. actives 1.1% (n = 380,000); note: potency is the fitted concentration of half-maximal effect; nearly all actives have a fitted effect of over 80% in size; some results filed as inactive show a strong effect at the top dose
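MCF7-BRCA1-FFLuc cells, 2000/well in phenol-red-free MEM, attached 2 h then treated 48 h at 37 C. Luciferase luminescence read 15 min after reagent; normalized to genistein maximum activation (10microM) and DMSO, concentration-response fitted.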
p53 reactivator = restores transcriptional activity of mutant p53 | H1299 p53-A138V BP100-luciferase reporter, luminescence, 24 h | Potency, µM (titrated, usually from 92.2 µM), for inactives: top-dose activity change, positive = activation, usual class: activators | actives 0.063% (n = 320,000); note: potency is the fitted concentration of half-maximal effect; % of control where 0% means no effect; nearly all actives have a fitted effect of over 45% in size
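p53-null H1299 cells stably carrying temperature-sensitive p53-A138V and a BP100-luciferase reporter were pinned with compounds (4-point, 1:5 series) and held 24 hrs at 37 deg C. Luminescence was read 10 min after detection reagent.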
Tb PFK inh = T. brucei PFK enzyme inhibition; O15648; T. brucei PFK, ADP-Glo luminescence; Potency, µM (titrated, usually from 57.5 µM), without a hit: at the top dose activity, negative = inhibition, hits mostly inhibitors; actives 0.17% (n = 330,000);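 note: potency is the fitted concentration of half-maximal effect; 0% = uninhibited 1x PFK enzyme wells and -100% = no-enzyme wells; nearly all actives have a fitted effect of over 60% in size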
Target sequence (O15648 whole entry, looked up): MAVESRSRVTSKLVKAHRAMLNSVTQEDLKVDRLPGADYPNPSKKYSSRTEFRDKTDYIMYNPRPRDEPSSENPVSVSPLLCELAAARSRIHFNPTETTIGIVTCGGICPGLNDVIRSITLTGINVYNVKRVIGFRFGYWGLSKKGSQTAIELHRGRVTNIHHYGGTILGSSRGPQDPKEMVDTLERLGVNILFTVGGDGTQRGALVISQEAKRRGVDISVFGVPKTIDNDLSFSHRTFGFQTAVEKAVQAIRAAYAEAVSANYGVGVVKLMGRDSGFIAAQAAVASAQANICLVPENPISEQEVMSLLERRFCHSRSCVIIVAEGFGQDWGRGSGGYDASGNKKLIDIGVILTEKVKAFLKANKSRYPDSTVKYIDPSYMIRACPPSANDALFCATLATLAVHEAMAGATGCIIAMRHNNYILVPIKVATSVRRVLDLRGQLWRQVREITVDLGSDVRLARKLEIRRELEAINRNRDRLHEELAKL
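1.25 nM PFK with 0.5 mM F6P and 0.1 mM ATP in 0.1 M TEA pH 8.0, 5 mM MgCl2, incubated 45 min at room temperature; ADP measured by ADP-Glo luminescence; compounds titrated up to 57 uM.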
ELG1 genotox = genotoxicity induction in ELG1-luciferase HEK293T cells. Potency, µM (highest dose often 46 µM), inactives show at the top dose activity change, positive = activation, usual class: activators. HEK293T ELG1-luciferase reporter, luminescence, 16 h. actives 1.3% (n = 330,000). AID 504466; note: potency is the fitted concentration of half-maximal effect; % of control where 0% means no effect; nearly all actives have a fitted effect of over 60% in size
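Reporter readout depends on ELG1 protein level, which increases with genetic stress. After 16 hr compound exposure at 37 °C, luciferase activity was quantified using ONE-Glo.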
NPC1 prom act = activators of NPC1 promoter; Huh7 NPC1 promoter luciferase reporter, 24 h; Potency, µM (titrated, usually from 9.22 µM), for the others: top-dose activation, actives largely listed as activators; actives 2.4% (n = 320,000); AID 485313;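 note: potency is the fitted concentration of half-maximal effect; % of control where 0% means no effect; nearly all actives have a fitted effect of over 60% in size; reporter is driven by a mutant NPC1 promoter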
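Huh7 reporter cells (NPC1 promoter driving luciferase) are dosed with compound for 24 h at 37 °C, 5% CO2; luciferase detection reagent is then added and luminescence measured after 10 min at ambient temperature.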
Starred values were filed as active, the others as inactive; ? = inconclusive; · = not tested or not shown; [ ] = remark or other dose. Unless noted, calls come from the whole dose curve; as a rule, active = well fitted curve in the direction sought with a large enough effect; inconclusive = small, poorly fitted or top-dose-only effect, or another doubt; inactive = no such curve, though single readings can be large; an effect the other way counts as inactive or inconclusive. This is a random part of the collection; about 15% have a hit in one of these screens.

SMILES | Rab9 prom act | RORg inh | Gal4-VP16 FLuc | ELG1 DNA repair | FLuc counter | TRPV1 ag | BRCA1 expr act | p53 reactivator | Tb PFK inh | ELG1 genotox | NPC1 prom act
CN(Cc1cnccn1)C(=O)C1CCC(=O)N(CCc2ccccc2)C1 (configuration not stated) | 0% | 1% | -9% | 0% | 7% | 0 | 11% | -1% | 1% | 0% | -3%
CC(=O)N1CCc2cc(S(=O)(=O)CCC(=O)N3CCN(c4cc(C)ccc4C)CC3)ccc21 | -7% | 19% | -14% | ? | 3% | 3 | -8% | -7% | -2% | -6% | -6%
COc1ccc2[nH]c(C(=O)NCCN3CCCCC3)cc2c1 | -2% | -2% | -11% | 15% | ? | -10 | 0% | 1% | 0% | -1% | -1%
CCOC(=O)Cn1c(=NC(=O)C(C)(C)C)sc2cc([N+](=O)[O-])ccc21 | -2% | ? | -4% | -17% | 3% | ? | 15% | 7% | 4% | 4% | 0%
CCN(CC)C(=O)Cn1cc(C(=O)C(=O)NCCCN2CCCCC2)c2ccccc21 | 9% | -9% | 3% | 3% | -2% | -3 | -7% | 19% | 0% | 7% | 0%
COc1ccccc1CC(=O)NC1CCC(C)CC1 (configuration not stated) | 7% | 3% | 13% | -1% | 1% | 4 | -14% | 0% | -4% | 4% | -4%
COc1cc(C(=O)NCC2CCCO2)ccc1OCc1ccc(Cl)cc1Cl (configuration not stated) | 0% | · | · | ? | -24% | -1 | -21% | -4% | -5% | -8% | 9%
O=C(N/N=C/c1ccc(Br)s1)c1ccncc1 | -2% | 0.79µM* | 1µM* | ? | -17% | -8 | 5% | -4% | 5% | -10% | -5%
Cc1ccc(Cn2ccc(NC(=O)c3cc(-c4cccs4)on3)n2)cc1 | -7% | 22% | 6% | -15% | 1% | 3 | 0% | 1% | 1% | 2% | 0%
CC1(C)Cc2c(c(N3CCOCC3)nc3sc(C(=O)N4CCCCC4)c(N)c23)CO1 | 0% | -12% | 2% | 0.21µM* | -3% | -6 | -20% | -8% | 8% | 3% | 0%
CC(=O)N1C(=O)C(=C2C=C(C)OC(C)=C2)c2ccccc21 | -8% | 0% | -4% | 2% | 1% | 3 | -76% | 2% | 1% | 1% | 0%
CCN1CN(Cc2ccccc2)CNC1=S | 0% | 13µM* | ? | 13% | 4% | 0 | 1% | 2% | 0% | 1% | 2%
COc1ccc(C(=O)NNC(=O)C2=NN(c3ccccc3)C(=O)CC2)cc1 | -5% | -22% | 0% | 0% | 0% | 0 | -3% | 0% | -10% | 2% | 3%
COc1ccc(C(=O)NCc2ccccc2OC)cc1 | -2% | 26% | -5% | 17% | -8% | -4 | 18% | 23% | -4% | 1% | 9%
CCN(CC)c1ccc2cc(C(N)=O)c(=O)oc2c1 | 27% | 15% | 8% | ? | ? | -5 | ? | 25% | 0% | 13% | 21%
CC1CC(=O)N(CC(=O)NC2CCCCC2)c2ccccc2S1 (configuration not stated) | -1% | -12% | 5% | 1% | 0% | 16 | 6% | -12% | 1% | -1% | -2%
CN(C)c1ccc(NC(=O)CSc2nc(N)c(C(=O)Nc3ccc(N(C)C)cc3)s2)cc1 | 24% | ? | -14% | -51% | 4.8µM* | 13 | -29% | 22% | 0% | -4% | ?
COCCCNC(=O)c1ccccc1N(Cc1ccccc1)S(=O)(=O)c1ccccc1 | 1% | 2% | 1% | -6% | 1% | 11 | -19% | -6% | -3% | -2% | 2%
Cc1ccc2nc(SCc3nc4ccccc4c(=O)[nH]3)[nH]c2c1 | 2.8µM* | -24% | ? | ? | 9.5µM* | 7 | 4µM* | 0% | 9% | 18% | ?
C=CCn1c(SC(C)C(=O)NC2(C#N)CCCCC2)nnc1-c1ccc(OC)cc1 (configuration not stated) | 1%[1.84 µM] | 35% | -14% | -4% | 4% | -10 | -8%[1.84 µM] | 0% | -3% | -6% | -2%

Filtered by structure: the compounds so far with a thiophene ring, fused or not
SMILES | Rab9 prom act | RORg inh | Gal4-VP16 FLuc | ELG1 DNA repair | FLuc counter | TRPV1 ag | BRCA1 expr act | p53 reactivator | Tb PFK inh | ELG1 genotox | NPC1 prom act
O=C(N/N=C/c1ccc(Br)s1)c1ccncc1 | -2% | 0.79µM* | 1µM* | ? | -17% | -8 | 5% | -4% | 5% | -10% | -5%
Cc1ccc(Cn2ccc(NC(=O)c3cc(-c4cccs4)on3)n2)cc1 | -7% | 22% | 6% | -15% | 1% | 3 | 0% | 1% | 1% | 2% | 0%
CC1(C)Cc2c(c(N3CCOCC3)nc3sc(C(=O)N4CCCCC4)c(N)c23)CO1 | 0% | -12% | 2% | 0.21µM* | -3% | -6 | -20% | -8% | 8% | 3% | 0%

The listing continues.
SMILES | Rab9 prom act | RORg inh | Gal4-VP16 FLuc | ELG1 DNA repair | FLuc counter | TRPV1 ag | BRCA1 expr act | p53 reactivator | Tb PFK inh | ELG1 genotox | NPC1 prom act
COC(=O)C1=C(C)C(c2ccc(OC)cc2)NC(=S)N1 (configuration not stated) | -2% | 10µM* | -3% | ? | -4% | -1 | 3% | -1% | -3% | 1% | -17%
Cc1ccc(C)c(-n2c(SCC(=O)Nc3nonc3C)nnc2-c2ccoc2C)c1 | -1% | -3% | -3% | -15% | -4% | 24 | -9% | -4% | -1% | 0% | 6%
N#C/C(=C\c1ccc(Br)s1)C(=O)N1CCN(c2ccccc2)CC1 | -2% | 18% | 5% | -6% | -7% | 13 | -30% | -19% | 0% | -4% | -1%
CC(C)n1c(O)c(/C=C2\C=Nc3ccccc32)sc1=Nc1ccccc1 | 0% | -23% | -21% | ? | -2% | -2 | -1% | -5% | 1% | -1% | -5%
O=C(/C=C/Nc1cccc(C(F)(F)F)c1)c1ccco1 | ? | ? | -7% | ? | 11µM* | ? | 11% | 6% | 1% | ? | 21%
Cc1cccc(C(=O)OCC(=O)Nc2ccc3c(c2)OCCO3)c1O | 12% | · | · | ? | ? | 11 | 13% | 10% | 0% | 11% | -3%
O=C(CSc1ccc(F)cc1)N1CCOCC1 | -2% | 4% | -21% | 13% | 3% | -1 | 2% | 4% | -2% | -1% | 0%
CCOC(=O)c1[nH]c2ccccc2c1NC(=S)Nc1cccc(C)c1C | 13% | ? | ? | ? | ? | 11 | 0% | 26% | 0% | 4% | 24%
O=C(COC(=O)c1cccc(Cl)c1Cl)NC1CCCC1 | -4%[1.84 µM] | -5% | 6% | 23% | ? | -4 | -2% | 8% | -7% | 4% | -6%
CCOc1ccc(NC(=O)c2ccc(Cl)c(NC(=O)c3ccco3)c2)cc1 | 16% | 22% | 3% | 19% | -6% | 1 | 63% | ? | -1% | 1% | -1%
CCOC(=O)CSc1nc2c(sc(=S)n2Cc2ccco2)c(=O)n1-c1ccccc1 | -9% | 32% | 5% | -18% | 0% | -1 | -7% | -2% | 0% | 0% | 0%
O=C(NCc1ccco1)C(=O)NCc1ccccc1Cl | 24% | ? | 4% | ? | ? | -4 | 80% | ? | -4% | 6% | 9%
CCn1c2ccccc2c2cc(NC(=O)C/C(C)=N/NC(=O)c3ccccc3N)ccc21 | -2% | -38% | -5% | ? | -12% | 0 | -11% | 2% | 1% | 2% | -6%
O=C(CN1CCCCCC1)Nc1ccc(Br)cc1[N+](=O)[O-] | 3% | -5%[1.91 µM] | ? | 12% | ? | 10 | 18% | ? | -1% | 6% | -3%
Cc1ccc(Nc2nc(-c3c(C)nc4ncccn34)cs2)cc1 | -30%[inhibitor] | ? | -6% | 5% | -21% | · | -83% | -4% | 3% | 18% | -14%
CC(C)c1ccc(NC(=O)/C(C#N)=C/c2ccncc2)cc1 | 2% | ? | ? | ? | -6% | 2 | -6% | 16% | -4% | -1% | 3%
CCOc1ccccc1NC(=O)c1ccoc1C | -2% | -6% | 3% | 3% | 3% | 0 | -12% | -2% | -1% | 3% | -1%
CCCCN(CC)S(=O)(=O)c1ccccc1 | -1% | 39% | 3% | 6% | 1% | 19 | -1%[1.84 µM] | 0% | 1% | -1% | 0%

Individual results from the results shown.
NPC1 prom act, CCOC(=O)c1[nH]c2ccccc2c1NC(=S)Nc1cccc(C)c1C → 24%
TRPV1 ag, CC(C)n1c(O)c(/C=C2\C=Nc3ccccc32)sc1=Nc1ccccc1 → -2
